Screens (PubChem BioAssay)
tuberculosis growth: growth inhibition of non-replicating M. tuberculosis (AID 488890); Mycobacterium tuberculosis non-replicating, growth inhibition; higher % means a stronger effect; inhibition, % at 25 µM; hits with a dose series show IC50 in µM; actives 0.39% (n = 320,000); in the data active = a potency from the dose series; inconclusive = inhibition mostly from about 82% at the one dose, without a potency; inactive = the rest, 99 in 100 with inhibition below about 76%;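 also: plate controls were DMSO cells for no effect and high antibiotic wells for full effect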
PhoP GFP inhibition: PhoP regulon inhibitors, Salmonella typhi PhoP promoter GFP reporter, confirmatory (AID 1850); Salmonella Typhi PhoP-promoter GFP reporter, fluorescence, 4 h; higher % means a stronger effect; inhibition, % at 50 µM, or IC50 in µM where a hit was titrated; actives 0.33% (n = 310,000); in the data active = a potency from the dose series; inconclusive = inhibition mostly from about 25% at the one dose, without a potency; inactive = the rest, 99 in 100 with inhibition below about 19%;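 also: 0% = induced wells with vehicle and 100% = uninduced wells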
H37Rv inhibition: M. tuberculosis growth inhibition, HTS (AID 449762); M. tuberculosis H37Rv growth inhibition, 7H9 media; higher % means a stronger effect; actives 0.59% (n = 330,000); inhibition, % at 25 µM; hits with a dose series show IC50 in µM; in the data active = a potency from the dose series; inconclusive = inhibition above about 70% without an active follow-up result;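 also: bacterial growth assessed after seven days of incubation; strong numbers were not always called active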
VEEV TC-83 Vero: inhibitors of VEEV TC-83 cytopathic effect, confirmation, Vero cells (AID 588727) | Vero cells, VEEV TC-83 cytopathic effect inhibition; higher % means a stronger effect | inhibition, % at 20 µM, or IC50 in µM where a hit was titrated | actives 0.13% (n = 350,000); in the data active = a potency from the dose series; inconclusive = inhibition mostly from about 14% at the one dose, without a potency; inactive = the rest, 99 in 100 with inhibition below about 12%; also: strong numbers were not always called active
influenza NS1A: NS1A inhibition, H1N1 influenza, cell based functional assay (AID 504329); NS1A functional cell-based assay, percent inhibition; higher % means a stronger effect; one-dose inhibition, % at 12.5 µM; IC50 in µM for titrated hits; actives 0.3% (n = 340,000); in the data active = a potency from the dose series; inconclusive = inhibition above about 27% without an active follow-up result; also: strong numbers were not always called active
VEEV TC-83 Vero 10K pilot screen: recorded beside VEEV TC-83 Vero, whose call it bears; inhibition, %; measured here: 10K pilot screen inhibition
An asterisk follows results filed as active; i = inactive; ? = inconclusive; / = not tested or not shown.

SMILES	tuberculosis growth	PhoP GFP inhibition	H37Rv inhibition	VEEV TC-83 Vero	influenza NS1A	others
Cc1ccc(NC(=O)c2cccnc2)cc1S(=O)(=O)N1CCOCC1	-3.1%	4.6%	-5.9%	2.2%	-11.3%
CC(=O)C1=C(O)C(=O)OC1c1ccc(Cl)cc1 (configuration not stated)	4.8%	6.3%	4.7%	0.2%	7.8%
CCOc1ccc(-n2cc(C(=O)N3CCN(C)CC3)c3cc(OC)c(OC)cc3c2=O)cc1	-1.5%	-4.8%	-6.8%	i	7.7%
Cc1cccc(-c2noc(CSc3ccccc3)n2)c1	32.4%	3.4%	-5.7%	i	-4.5%	VEEV TC-83 Vero 10K pilot screen=2.7
COCCc1nc2ccc(C(=O)N3CCCCC3COC)cc2o1 (configuration not stated)	-1.7%	-2.8%	3.4%	1.5%	-2.7%
Cc1cc(=O)[nH]c(SCC(=O)N2CCCC(C)C2)n1 (configuration not stated)	-8.2%	5.2%	-3.4%	i	3.6%
O=C(O)COc1ccc(-c2nc(-c3ccccc3)c(-c3ccccc3)[nH]2)cc1	-17.6%	18.0%	1.1%	2.1%	12.6%
COC(=O)Cc1cc(=O)oc2cc(OC)ccc12	-17.1%	-9.7%	-6.3%	5.3%	22.4%
CCCCn1nc(C(=O)NCC(c2cccs2)N2CCOCC2)c2ccccc2c1=O (configuration not stated)	6.9%	/	-14.2%	6.0%	-13.9%
Cn1c(=O)c2c(nc(Oc3ccccc3Cl)n2C)n(C)c1=O	-19.0%	7.2%	1.2%	1.9%	18.6%
COc1cc(NC(=S)N2CCCC2)cc(OC)c1	-9.6%	-3.5%	0.9%	1.1%	-5.1%
COc1ccc(S(=O)(=O)N2CCC(O)(c3cccnc3)CC2)cc1OC	-7.7%	7.9%	-5.8%	1.2%	-0.6%
CC1(C)NC(=S)NC1=S	/	/	/	4.3%	-1.6%
CCO[C@H]1OC(C(=O)N2CCN(C)CC2)=C[C@@H](c2ccc(Br)cc2)[C@@H]1CCCO	5.5%	-9.7%	-2.0%	0.4%	-2.9%
Cc1cccc(C(=O)Nc2ccccc2C(=O)NCc2cccnc2)c1	9.4%	-7.2%	9.2%	0.5%	7.9%
COC(=O)c1ccccc1NC(=O)c1cc2ccccc2o1	71.7%	2.5%	12.1%	1.0%	-2.5%
CSc1ncccc1C(=O)OCC(=O)NCCCc1ccccc1	5.0%	/	4.7%	i	-5.4%
O=C(COC(=O)CNC(=O)c1ccccc1Cl)Nc1cc(C(F)(F)F)ccc1Cl	10.0%	/	4.2%	1.1%	-0.4%
Cc1cc(C)nc(SCCC(=O)Nc2ccccc2Cl)n1	15.4%	-2.5%	2.2%	0.2%	-6.3%
COc1ccc(NC(=S)N2CCC(C(=O)c3ccc(Cl)cc3)CC2)cc1	/	/	/	0.1%	-4.1%
Cc1c(NC(=S)Nc2cccc(Cl)c2)c(=O)n(-c2ccccc2)n1C	4.4%	22.7%	7.0%	0.2%	3.9%
Cn1c(=O)oc2cc(S(=O)(=O)NCc3cccnc3)ccc21	-4.9%	-4.3%	-4.0%	0.9%	-11.9%
COC(=O)C1CCN(C(=O)C2CCCCC2)CC1	-0.3%	-5.9%	-7.4%	0.6%	-4.4%	VEEV TC-83 Vero 10K pilot screen=1.4
CCOc1ccc(C(=O)NCC(=O)N2CCCCCCC2)cc1	-0.1%	/	0.5%	0.5%	1.5%
CC(C)(C)NC(=O)NC(=O)CN1CCN(S(=O)(=O)/C=C/c2ccccc2)CC1	5.2%	2.3%	6.7%	2.0%	0.8%

Going on with the list.
SMILES	tuberculosis growth	PhoP GFP inhibition	H37Rv inhibition	VEEV TC-83 Vero	influenza NS1A	others
Cc1ccc(S(=O)(=O)c2c(N)n(CCCN(C)C)c3nc4ccccc4nc23)cc1	32.7%	14.5%	-1.0%	i	-4.0%
Cc1cc(=O)n2c3ccccc3n(C)c2n1	-19.7%	-12.6%	-3.5%	1.0%	-11.2%
COc1cc(C(=O)Nc2nc3ccc(C)cc3s2)ccc1OCc1c(C)noc1C	/	-8.7%	-6.4%	6.1%	3.1%	VEEV TC-83 Vero 10K pilot screen=0.7
CSc1ncccc1C(=O)OCC(=O)Nc1nc(C)c(Cl)cc1Cl	0.6%	/	-1.9%	0.3%	-1.0%
Cc1ccccc1NC(NC(=O)c1cccs1)C(Cl)(Cl)Cl (configuration not stated)	10.4%	-1.0%	-8.7%	3.8%	8.8%
O=C(COc1ccc2c(c1)CCC2)Nc1ccccn1	i	7.9%	?	1.1%	-0.5%
Cc1ccc(S(=O)(=O)N2CCN(C(=O)COC(=O)Cc3ccc(F)cc3)CC2)c(C)c1	/	/	/	1.8%	-12.8%
CC(Oc1ccccc1)C(=O)N1CCN=C1SCc1ccccc1F (configuration not stated)	31.0%	10.6%	5.5%	4.7%	-11.3%
CN(C)C(=O)c1ccc(NC(=O)CN2C(=O)NC3(CCCc4ccccc43)C2=O)cc1 (configuration not stated)	13.9%	5.9%	4.7%	i	-1.6%
C#CCOc1c(Cl)cc(/C=N/NC(N)=S)cc1OCC	79.9%	-1.7%	34.8%	0.7%	15.2%
COCc1cc(C)n(CC(=O)Nc2c(C)cccc2C)c(=O)c1C#N	-3.2%	-10.4%	-4.1%	i	0.6%
Cc1ccnc(SCC(=O)Nc2oc(-c3ccccc3)c(-c3ccccc3)c2C#N)n1	-5.8%	-4.0%	3.2%	2.5%	-2.1%
COc1ccccc1OCCNC(=O)CN(c1cccc(C)c1)S(=O)(=O)c1ccccc1	23.0%	-6.7%	-9.3%	9.2%	-11.5%
O=C(O)c1cccn1Cc1ccccc1F	8.8%	0.0%	-3.0%	4.0%	-0.8%
Cc1ccc(CCNC(=O)c2cccc(NC3=NC4CS(=O)(=O)CC4S3)c2)cc1 (configuration not stated)	-7.5%	-3.6%	-2.0%	4.3%	30.4%	VEEV TC-83 Vero 10K pilot screen=1.0
O=C(Nc1cc(S(=O)(=O)N2CCOCC2)ccc1N1CCOCC1)c1ccccc1[N+](=O)[O-]	8.6%	/	5.3%	i	-7.2%
CCCS(=O)(=O)N1CCN(C(=O)c2cc(OC)cc(OC)c2)CC1	3.1%	0.0%	10.6%	0.6%	-8.3%
COc1ccc(Cl)cc1NC(=O)C(=O)N/N=C/c1cc(C)n(-c2ccc(C)cc2)c1C	-1.2%	-6.9%	-11.0%	1.3%	-0.4%
O=C(C1=C[C@@H](c2ccccc2)C[C@@H](OCc2ccc(CO)cc2)O1)N1CCN(Cc2ccc3c(c2)OCO3)CC1	38.2%	-3.5%	65.0%	5.2%	4.9%	VEEV TC-83 Vero 10K pilot screen=4.6
COc1cccc(C=Nc2ccccc2C(=O)Nc2ccccc2)c1O	-21.4%	7.5%	-8.2%	0.2%	-12.0%
CO/N=C(\N)c1nonc1N	-16.2%	-4.6%	-4.1%	1.8%	-18.9%
Cc1ccc2nc3c(cc(C(=O)NC4CCS(=O)(=O)C4)n3Cc3ccccc3)c(=O)n2c1 (configuration not stated)	8.3%	-0.5%	14.3%	3.1%	3.1%
CCOC(=O)N1CCN(C(=O)c2cc3c(s2)-c2c(C)cccc2OC3)CC1	28.4%	7.3%	5.8%	4.1%	-6.5%
CCOc1ccc(CCNC(=O)C2CSC3(C)CCC(=O)N23)cc1OCC (configuration not stated)	2.3%	-7.0%	-5.2%	0.9%	17.2%
O=[N+]([O-])c1ccccc1S(=O)(=O)Nc1ccc(S(=O)(=O)N2CCCC2)cc1	9.2%	/	4.9%	5.8%	-10.4%

Other records.
SMILES	tuberculosis growth	PhoP GFP inhibition	H37Rv inhibition	VEEV TC-83 Vero	influenza NS1A	others
COc1cccc(-n2c(SCC(=O)c3c[nH]c4ccccc34)nc3ccccc3c2=O)c1	-14.2%	-1.0%	6.2%	32.1%	3.1%
O=C(Cc1ccccc1)N/N=C/c1ccc2c(c1)OCO2	2.5%	9.8%	2.5%	1.6%	/
CC(C)OCCCNC(=O)c1ccc2c(c1)S(=O)(=O)c1ccccc1C2=O	0.1%	-8.0%	-2.8%	8.8%	0.7%
Cn1c(CNS(=O)(=O)c2ccc(Cl)cc2)cc(=O)n(C)c1=O	-1.0%	4.5%	7.8%	0.6%	-12.8%
Cc1cccn2c(=O)cc(COC(=O)C(C)Oc3ccccc3)nc12 (configuration not stated)	51.3%	/	38.1%	1.8%	-1.8%
COc1ccc(NC(=O)N2CCCC(C(=O)NCCc3ccccc3)C2)cc1 (configuration not stated)	7.3%	-10.2%	-3.3%	1.8%	-0.6%
CC(=O)NC1CC2CCCC(C1)N2CC(=O)NCc1ccc(F)cc1 (configuration not stated)	58.7%	1.5%	-0.4%	i	-0.7%
O=C(NNc1c(Cl)cccc1Cl)c1c(F)cccc1Cl	-9.1%	-12.1%	6.2%	2.2%	-0.3%
CN(Cc1nc(-c2cnccn2)no1)C1CC(C)(C)NC(C)(C)C1	1.1%	-6.6%	4.4%	i	2.9%
O=C(Nc1ccccc1)OCc1cc(-c2ccccc2Cl)on1	5.5%	7.6%	-3.6%	6.6%	2.4%
COc1ccc(/C=C2\SC(=S)N(Cc3cccnc3)C2=O)cc1C	75.4%	-6.7%	12.2%	9.9%	11.2%
Cc1ccc(C)c(OCC(=O)Nc2nc3ccc([N+](=O)[O-])cc3s2)c1C	0.9%	0.7%	3.8%	i	4.6%
CC(C)(C)c1ccc(C(=O)OCCNC(=O)c2c(Cl)nc3ccccn23)cc1	42.5%	-5.3%	-5.6%	0.8%	1.6%
CC(O)CNCCCCOc1ccc(OCc2ccccc2)cc1 (configuration not stated)	31.1%	2.7%	-5.0%	?	2.2%
Cc1ccc(S(=O)(=O)NCC(=O)NCC(=O)N2CCN(c3ncccn3)CC2)cc1C	-0.1%	22.9%	8.5%	2.2%	-5.7%
Cc1ccc(NC(=S)Nc2cccc(-c3n[nH]c(=S)o3)c2)cc1	72.9%	-1.7%	4.8%	i	3.5%
CCOC(=O)N1CCN(CC(c2ccccc2)c2ccccc2)CC1	11.3%	-7.1%	8.2%	i	-9.6%
Clc1ccccc1-c1nnc2sc(CCc3ccccc3)nn12	?	-4.1%	68.1%	0.1%	2.7%
Cc1ccc(S(=O)(=O)N2CCC(C(=O)N/N=C/c3ccncc3)CC2)cc1	9.3%	-8.4%	-12.7%	0.3%	2.9%
COc1ccc(-c2cc(-c3ccccc3)nc3ncnn23)cc1	40.5%	-7.1%	-2.0%	2.7%	-3.2%	VEEV TC-83 Vero 10K pilot screen=0.8
CN(C)S(=O)(=O)c1cccc(-c2cn3cc(Cl)ccc3n2)c1	3.8%	-11.9%	1.1%	2.7%	17.2%
COC(=O)c1ccc(C(=O)OC)c(NC(=O)CN(C)Cc2ccc(Cl)c(Cl)c2)c1	12.5%	-0.3%	-3.7%	9.2%	-1.8%
CCN(CC)CCNC(=O)CNC(=O)c1nn(-c2ccc(OC)cc2)c(=O)c2ccccc12	-2.4%	-5.5%	3.0%	i	2.0%
COc1ccc(C(=O)O)cc1S(=O)(=O)NCCN(C)C	-2.5%	3.1%	0.2%	1.1%	2.2%
CC(C)C(=O)Nc1cccc(NC(=S)NC(=O)c2ccc3c(c2)OCO3)c1	-12.1%	-16.8%	5.2%	6.3%	0.0%
O=C(CCCc1nc(-c2ccccc2Cl)no1)N1CCOCC1	-7.2%	-10.2%	-9.3%	0.9%	-4.5%
Cc1ccc(NC(=O)Cn2c(O)c(N=NC(N)=S)c3ccccc32)cc1	7.0%	-4.4%	2.0%	i	-3.1%
O=C(c1ccc2c(c1)[nH]c(=S)n1c3ccccc3nc21)N1CCN(c2cccc(Cl)c2)CC1	30.1%	23.4%	?	1.6%	9.0%
CCC1CCCCN1CCCNC(=O)c1cc2c(=O)[nH]c3ccccc3c2n1C (configuration not stated)	12.6%	-1.7%	-2.3%	0.4%	3.0%

5 neighbouring entries from above, for reference:
SMILES	tuberculosis growth	PhoP GFP inhibition	H37Rv inhibition	VEEV TC-83 Vero	influenza NS1A	others
Cc1ccc(NC(=O)c2cccnc2)cc1S(=O)(=O)N1CCOCC1	-3.1%	4.6%	-5.9%	2.2%	-11.3%
CC(=O)C1=C(O)C(=O)OC1c1ccc(Cl)cc1 (configuration not stated)	4.8%	6.3%	4.7%	0.2%	7.8%
CCOc1ccc(-n2cc(C(=O)N3CCN(C)CC3)c3cc(OC)c(OC)cc3c2=O)cc1	-1.5%	-4.8%	-6.8%	i	7.7%
Cc1cccc(-c2noc(CSc3ccccc3)n2)c1	32.4%	3.4%	-5.7%	i	-4.5%	VEEV TC-83 Vero 10K pilot screen=2.7
COCCc1nc2ccc(C(=O)N3CCCCC3COC)cc2o1 (configuration not stated)	-1.7%	-2.8%	3.4%	1.5%	-2.7%
